LYPLA1 counter: LYPLA1 inhibitors, primary screen, counter-screen for PME1 inhibitor project, biochemical, fluorescence polarization, FP-Rh probe ABPP; recombinant LYPLA1; actives 0.16% (n = 320,000); inhibition, % at 5.9 µM;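 active = inhibition above the mean of all tested compounds plus 3 SD, set per campaign, cut at about 14% in these data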;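 note: inhibitors block serine hydrolase probe labeling of LYPLA1 so polarization falls; 0% = enzyme with DMSO and 100% = wells lacking LYPLA1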
Target sequence (O75608 whole entry, looked up): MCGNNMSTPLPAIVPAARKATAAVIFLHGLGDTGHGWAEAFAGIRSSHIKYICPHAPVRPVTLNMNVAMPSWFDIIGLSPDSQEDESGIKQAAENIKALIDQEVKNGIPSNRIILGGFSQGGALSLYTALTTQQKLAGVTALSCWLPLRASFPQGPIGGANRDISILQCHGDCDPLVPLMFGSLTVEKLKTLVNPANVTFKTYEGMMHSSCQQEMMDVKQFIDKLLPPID
PAFAH1B2 inh: PAFAH1B2 enzyme inhibitors, primary screen, biochemical, fluorescence polarization, human | actives 1.2% (n = 340,000) | Platelet-activating factor acetylhydrolase IB subunit alpha2 (Homo sapiens), P68402 | inhibition, % at 3.39 µM | AID 492953, 2010 | recombinant PAFAH1B2, FP-rhodamine activity probe;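 active = inhibition above the mean of all tested compounds plus 3 SD, cut at about 24% in these data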;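 note: 0% = enzyme with DMSO and 100% = wells lacking PAFAH1B2; many of its hits are not listed in these tables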
PAFAH2 FP inh: PAFAH2 enzyme inhibitors, primary screen, biochemical, fluorescence polarization, human; Platelet-activating factor acetylhydrolase 2, cytoplasmic (Homo sapiens), Q99487; recombinant PAFAH2, FP-rhodamine activity probe; inhibition, % at 3.39 µM; actives 0.99% (n = 340,000);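 active = inhibition above the mean over all tested compounds plus 3 SD, cut at about 30% in these data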;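 note: inhibitors block probe labeling of enzyme so polarization drops; 0% = enzyme with DMSO and 100% = wells lacking PAFAH2 protein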
PREPL inh: PREPL enzyme inhibitors, primary screen, biochemical, fluorescence polarization | Prolyl endopeptidase-like (Homo sapiens), Q4J6C6 | recombinant PREPL, fluorescence polarization activity-based probe | inhibition, % at 5.96 µM | actives 0.68% (n = 320,000) | AID 2751, 2010; in the data active = inhibition above about 43%;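 note: 0% = enzyme with DMSO and 100% = wells lacking enzyme; many of its hits are not listed in these tables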
pPAFAH FP inh: pPAFAH enzyme inhibitors, primary screen, biochemical, fluorescence polarization, human; inhibition, % at 3.39 µM; actives 1.5% (n = 330,000); AID 463082, 2010; recombinant pPAFAH, FP-rhodamine probe fluorescence polarization;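 active = inhibition above the mean inhibition across the screen plus 3 SD, cut at about 25% in these data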;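 note: inhibitors block binding of the rhodamine activity-based probe so polarization drops; 0% = enzyme with DMSO and 100% = wells lacking pPAFAH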
Target sequence (Q13093 whole entry, looked up): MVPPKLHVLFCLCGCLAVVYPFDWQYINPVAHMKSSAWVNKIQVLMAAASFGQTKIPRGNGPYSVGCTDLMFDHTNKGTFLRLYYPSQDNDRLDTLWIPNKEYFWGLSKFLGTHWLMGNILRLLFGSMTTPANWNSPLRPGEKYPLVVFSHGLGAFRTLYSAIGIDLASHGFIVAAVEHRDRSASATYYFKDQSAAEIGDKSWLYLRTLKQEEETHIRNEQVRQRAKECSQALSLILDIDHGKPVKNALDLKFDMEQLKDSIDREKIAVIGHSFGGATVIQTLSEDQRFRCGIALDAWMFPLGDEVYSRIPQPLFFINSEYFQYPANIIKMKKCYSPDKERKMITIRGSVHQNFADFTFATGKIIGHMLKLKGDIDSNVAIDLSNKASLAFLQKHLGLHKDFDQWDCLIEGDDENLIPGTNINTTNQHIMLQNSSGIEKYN
PAFAH1B3 FP inh: PAFAH1B3 enzyme inhibitors, primary screen, biochemical, fluorescence polarization, human; inhibition, % at 3.39 µM; AID 492972, 2010; recombinant PAFAH1B3, FP-rhodamine probe; Platelet-activating factor acetylhydrolase IB subunit alpha1 (Homo sapiens), Q15102; actives 0.28% (n = 340,000);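 active = inhibition above the screen-wide average of all tested compounds plus 3 SD, cut at about 25% in these data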;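 note: 0% = enzyme with DMSO only and 100% = wells lacking PAFAH1B3 protein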
Target sequence (Q15102 whole entry, looked up): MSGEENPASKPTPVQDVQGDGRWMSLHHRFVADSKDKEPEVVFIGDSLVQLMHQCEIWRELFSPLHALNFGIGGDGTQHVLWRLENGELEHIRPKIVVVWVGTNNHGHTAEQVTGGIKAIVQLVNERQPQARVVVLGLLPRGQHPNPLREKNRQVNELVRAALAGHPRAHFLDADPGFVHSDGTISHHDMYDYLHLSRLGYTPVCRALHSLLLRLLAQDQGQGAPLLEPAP
EBNA-1 inh: EBNA-1 DNA-binding inhibitors, primary screen, biochemical, fluorescence polarization | inhibition, % at 14.8 µM | actives 0.34% (n = 300,000) | AID 1950, 2009; in the data active = inhibition above about 28%
ZTA DNA inh: ZTA (EBV) inhibition in EBNA-1 counter-screen | ZTA-DNA binding, fluorescence polarization | inhibition, % at 11 µM | actives 0.15% (n = 320,000) | AID 2234; in the data active = inhibition above about 33%
LYPLA2 counter: LYPLA2 inhibitors, primary screen, counter-screen for PME1 inhibitor project, biochemical, fluorescence polarization, FP-Rh probe ABPP. recombinant LYPLA2. inhibition, % at 5.9 µM. actives 0.38% (n = 320,000). AID 2177, 2009;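 active = inhibition above the screen-wide mean plus 3 SD, limit set per campaign, cut at about 26% in these data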;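 note: 0% = LYPLA2 with DMSO and 100% = wells lacking LYPLA2 enzyme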
* hit, by the source's call; nt = not tested or not shown. Not all compounds are listed; rates above refer to the full screens.

SMILES | LYPLA1 counter | PAFAH1B2 inh | PAFAH2 FP inh | PREPL inh | pPAFAH FP inh | PAFAH1B3 FP inh | EBNA-1 inh | ZTA DNA inh | LYPLA2 counter
Cc1cccc(N(C(=O)c2csnn2)C(C(=O)NC2CCCCC2)c2ccccn2)c1C (stereo not given) | -3 | 1 | 12 | 9 | -7 | 6 | -11 | -4 | -6
Cc1c(NC(=O)c2ccc(Br)s2)c(=O)n(-c2ccccc2)n1C | 2 | 4 | 5 | 5 | -2 | 0 | -2 | -3 | -4
CCOc1cc(N2CCOCC2)c(OCC)cc1NC(=O)CSc1cccc[n+]1[O-] | -2 | 3 | -1 | 6 | 0 | 2 | -11 | -6 | -2
Cc1cc(=O)[nH]c(SCC(=O)O)c1C#N | 0 | 4 | 7 | -1 | 0 | 1 | -6 | 17 | -1
CSc1ccccc1NC(=O)c1ccc2c(c1)CCN2S(C)(=O)=O | -5 | -2 | 0 | 12 | 0 | 4 | -6 | 15 | -2
CCSC1(SCC)N=C(N)C2(C#N)C(c3ccccc3)NC3=C(CCC3)C12C#N (stereo not given) | -3 | 3 | 5 | 4 | 6 | 1 | 3 | 7 | -3
CN1C(=O)NC(NS(=O)(=O)c2ccc(N)cc2)(C(F)(F)F)C1=O (stereo not given) | -3 | 2 | 2 | -6 | 1 | 2 | -3 | -9 | 0
O=C(c1ccc(Cl)c(NC2=NC3CS(=O)(=O)CC3S2)c1)N1CCN(c2ccccc2)CC1 (stereo not given) | 2 | 5 | 3 | 22 | -2 | -1 | 4 | 0 | 6
N=C1/C(=C\c2ccc(-c3cccc(Cl)c3)o2)C(=O)N=C2SC=C(c3ccccc3)N12 | -21 | 3 | -15 | 13 | 43* | 2 | 13 | -2 | -18
CCOc1ccc(NC(=S)NNC(=O)CC(C)O)cc1 (stereo not given) | -1 | 4 | 7 | 1 | 5 | 0 | 11 | 11 | -5
NC(=O)c1nsc(C(=O)N(CC(=O)NCc2ccccc2)c2ccc(F)cc2)c1N | -6 | 4 | 2 | -7 | 4 | 4 | -5 | -8 | -1
COc1ccccc1CN1[C@@H](CC(=O)O)c2ccccc2S1(=O)=O | 0 | 2 | -5 | 8 | 3 | 9 | 4 | 4 | -2
CCOC(=O)C(=O)NNc1ccc(F)cc1 | 0 | nt | nt | -3 | 3 | nt | 5 | 4 | 1
CC(NC(=O)C(=O)c1cn(CC(=O)N2CCOCC2)c2ccccc12)c1ccccc1 (stereo not given) | 1 | 4 | 3 | -17 | 3 | 4 | -17 | -2 | 16
Cc1onc(-c2ccccc2)c1C(=O)Nc1nncs1 | -1 | 1 | 4 | -4 | -4 | -4 | -8 | 3 | -7
O=C(c1ccccc1)N1CCN(c2ccc(N3CCOCC3)nn2)CC1 | 4 | -1 | 3 | 8 | 7 | -3 | 2 | 14 | 0
O=C(c1ccccc1)N1CCN(C(=O)c2cc3nc(-c4ccccc4)cc(C(F)(F)F)n3n2)CC1 | 1 | 6 | 4 | -11 | 3 | 0 | -8 | -4 | 7
CCOC(=O)c1cc(-c2cc3ccccc3o2)n[nH]1 | -3 | -3 | 11 | -4 | 5 | 0 | 2 | 3 | 4
CCCOc1nc(C)cc(COC)c1C(N)=O | 0 | -1 | -8 | 2 | 2 | 0 | -1 | 2 | 3
Cc1nc(C(=O)Nc2ccccc2Cl)cc2c1[nH]c1ccccc12 | -9 | -12 | -16 | -2 | -3 | -22 | -1 | -2 | -20
CCOc1ccc(C(=S)N2CCOCC2)cc1OCC | 4 | 4 | 8 | 7 | 7 | -2 | 6 | -12 | 3
COC(=O)c1cc2n(n1)CCN(Cc1ccc(F)cc1)C2=O | -3 | 7 | -5 | -8 | 4 | 0 | -6 | -2 | 6
CC1CC(=O)Nc2ccccc2N1S(=O)(=O)c1cccc(Cl)c1 (stereo not given) | -1 | 2 | -4 | 6 | -4 | -5 | -8 | -8 | 5
O=C(Nc1ccc(F)cc1)c1ccc2c(c1)S(=O)(=O)N=C1CCCCCN12 | -1 | 1 | 1 | -1 | 1 | 8 | nt | 1 | 0

Continued, starting with the last two of the part before.
SMILES | LYPLA1 counter | PAFAH1B2 inh | PAFAH2 FP inh | PREPL inh | pPAFAH FP inh | PAFAH1B3 FP inh | EBNA-1 inh | ZTA DNA inh | LYPLA2 counter
CC1CC(=O)Nc2ccccc2N1S(=O)(=O)c1cccc(Cl)c1 (stereo not given) | -1 | 2 | -4 | 6 | -4 | -5 | -8 | -8 | 5
O=C(Nc1ccc(F)cc1)c1ccc2c(c1)S(=O)(=O)N=C1CCCCCN12 | -1 | 1 | 1 | -1 | 1 | 8 | nt | 1 | 0
C=CCn1c(SCC(=O)N2CCN(c3ccccc3)CC2)nnc1-c1ccco1 | -2 | 4 | 4 | -1 | 3 | 8 | 5 | -3 | -3
CCNC(=O)NC(=O)C(C)Sc1ccc2c(c1)OCCO2 (stereo not given) | -1 | 0 | 2 | 7 | 1 | 8 | 5 | -5 | -1
CC1=CC=CC2=NC(=O)CC(C)(C(=O)N(CC(=O)NC3CCCC3)Cc3ccc(Cl)cc3)N12 (stereo not given) | -2 | 0 | 10 | 14 | 2 | 1 | -4 | -14 | 5
O=C1CSC(=Nc2ccccc2[N+](=O)[O-])N1 | -2 | 0 | 0 | 5 | 3 | 2 | 13 | 4 | -4
COCC(C)n1c(SCC(=O)Nc2oc(C)c3c(C)n[nH]c(=O)c23)nc2ccccc2c1=O (stereo not given) | 2 | -2 | 3 | -2 | -3 | 9 | -5 | -7 | 7
O=S(=O)(Cc1ccccc1)N1CCN(c2ccccc2)CC1 | -6 | 7 | -1 | -2 | -6 | 4 | -17 | -9 | -11
COc1cc(OC)cc(C(=O)NC(C)c2cnn(-c3ccccc3C)c2C)c1 (stereo not given) | -5 | 4 | 6 | -2 | 1 | 11 | -2 | -1 | 1
O=S(=O)(Nc1cnc2ccccc2c1)N1CCCCCC1 | -1 | 6 | 6 | -7 | 0 | 4 | 6 | 1 | 6
O=S(=O)(c1cccc2nonc12)N1CCN(c2ccccc2F)CC1 | -3 | -1 | 2 | 5 | -1 | 1 | -18 | 0 | -5
C/C(=N\OCc1nc2ccccc2c(=O)n1/N=C/c1cc([N+](=O)[O-])ccc1O)c1ccccc1 | -13 | 0 | 25 | 32 | 62* | 18 | -1 | 6 | -18
COCc1ccc(C(=O)N2CCCC(C(=O)c3ccc(SC)cc3)C2)o1 (stereo not given) | -6 | 5 | -3 | 14 | 4 | -1 | 2 | -4 | 4
CCn1c(/C=C2\C(=O)N(C(C)C)c3ccccc32)nc2ccccc2c1=O | 5 | 2 | 0 | 17 | 4 | -3 | 6 | 1 | 3
Cn1cccc1/C=C1/SC(=O)N(CC(=O)N2CCCC2)C1=O | 0 | 2 | 4 | 17 | 4 | 18 | 2 | -5 | 1
CC1CCN(C(=O)COc2cccc3c2CCN(Cc2ccccc2)C3=O)CC1 | 0 | 2 | 4 | 0 | 0 | 6 | -3 | 13 | -2
C=CCOc1ccc(/C=C(\C#N)C(=O)Nc2ccccn2)cc1 | -3 | -3 | 5 | -5 | 4 | -1 | -1 | 1 | -7
CC(C)Cc1nnc(NC(=O)C23CC4CC(CC(C4)C2)C3)s1 | 1 | 20 | 5 | 13 | -1 | 0 | -20 | -14 | -2
O=[N+]([O-])c1ccc(/C([O-])=C(/C(=S)NCc2ccco2)[n+]2ccccc2)cc1 | -2 | 2 | 13 | 2 | 17 | 5 | 2 | -14 | 4
Cc1ccc2cccc(SCC(=O)NCc3ccco3)c2n1 | -2 | 4 | -1 | 3 | -1 | 1 | 1 | 2 | 4
CCCCC(=O)Nc1ccc(NC(=S)NC(=O)CCCCl)cc1OC | -2 | 0 | -6 | -3 | 2 | -2 | -6 | -9 | 15
CN(C)/C=N/c1ncc(C(=O)OC(C)(C)C)s1 | -2 | 3 | 1 | 2 | 6 | 10 | 3 | 12 | -3
COCCN(CCOC)c1nc(-c2ccc(C)cc2)nc2ccccc12 | -1 | -1 | -1 | 14 | 5 | 10 | -18 | 7 | 2
CCOC(=O)/C(C#N)=C/c1cc2ccccc2nc1N1CCOCC1 | 2 | 6 | -5 | 0 | 1 | 5 | 3 | 6 | 1
O=C1CSC(c2ccccc2)N1CC12CC3CC(CC(O)(C3)C1)C2 (stereo not given) | 7 | 1 | 3 | 16 | 1 | -9 | -2 | -14 | 6
CC(C)(Cc1ccccc1)/[N+]([O-])=C\c1ccccc1 | 3 | 4 | 0 | 8 | 4 | 0 | -4 | -18 | 2
Cc1ccccc1SC1CCN(C(=O)C2CCC(=O)N(C3CC3)C2)CC1 (stereo not given) | -2 | 1 | 1 | 19 | 2 | 12 | 13 | 6 | 0
Cc1ccc(NS(=O)(=O)c2ccc3c(c2)C(=O)c2ccccc2C3=O)c(C)c1 | -6 | 2 | 11 | -6 | 32* | 12 | -4 | 2 | 4
CCC(C)NS(=O)(=O)c1cc2c3c(c1)CCN3C(=O)CC2 (stereo not given) | 0 | 1 | 2 | 5 | 0 | -2 | -8 | 13 | -3
O=C(CSc1nnc2ccccn12)Nc1ccc(S(=O)(=O)N2CCOCC2)cc1 | 5 | 2 | 2 | -6 | 6 | 2 | 11 | 3 | 0
COc1ccc(CCN(Cc2nc3ccccc3c(=O)[nH]2)C(=O)c2ccco2)cc1 | -2 | -1 | -1 | -21 | -1 | 6 | -8 | -22 | -2
CCSC(=S)Nc1c(C)n(C)n(-c2ccccc2)c1=O | 1 | 3 | -10 | -10 | 3 | 5 | 2 | -6 | 7
Cc1ccc(-c2nn(-c3ccccc3)cc2/C=C(\C#N)C(=O)NCc2ccccc2)cc1 | -3 | 5 | -8 | 1 | 4 | -4 | 5 | 6 | 0
O=C1c2[nH]nc(-c3ccccc3O)c2C(c2cccc(Cl)c2)N1CC1CCCO1 (stereo not given) | -4 | 0 | 3 | -22 | 3 | 0 | 9 | 4 | -7
Cc1ccc2nc(SCC(=O)Nc3ccccc3F)nc(=O)n2c1 | -1 | 2 | -2 | 2 | 2 | 9 | -2 | 4 | -2
Cc1[nH]c(C)c(S(=O)(=O)Nc2ccc(F)cc2Cl)c1C(=O)N1CCCC1 | 4 | 3 | -10 | 15 | 2 | 3 | -10 | -14 | 6
C=CCn1c(SCC(=O)NC2CCCCC2)nnc1-c1ccccn1 | -7 | 0 | -1 | -2 | -2 | 6 | -6 | 1 | 3
Cc1ccc(C)c(NC(=S)N2CCN(Cc3ccccc3)CC2)c1 | 1 | 2 | 1 | -2 | 6 | -3 | 8 | 7 | -1

Just pPAFAH FP inh, LYPLA1 counter and EBNA-1 inh, for 5 of the compounds above:
| SMILES | pPAFAH FP inh | LYPLA1 counter | EBNA-1 inh |
| --- | --- | --- | --- |
| COc1ccc(CCN(Cc2nc3ccccc3c(=O)[nH]2)C(=O)c2ccco2)cc1 | -1 | -2 | -8 |
| CCSC(=S)Nc1c(C)n(C)n(-c2ccccc2)c1=O | 3 | 1 | 2 |
| Cc1ccc(-c2nn(-c3ccccc3)cc2/C=C(\C#N)C(=O)NCc2ccccc2)cc1 | 4 | -3 | 5 |
| O=C1c2[nH]nc(-c3ccccc3O)c2C(c2cccc(Cl)c2)N1CC1CCCO1 (stereo not given) | 3 | -4 | 9 |
| Cc1ccc2nc(SCC(=O)Nc3ccccc3F)nc(=O)n2c1 | 2 | -1 | -2 |

Source: PubChem
